Screens deposited in PubChem BioAssay by National Center for Advancing Translational Sciences (NCATS).
GALK inhibitor – inhibitors of human galactokinase; P51570; Purified GALK, Kinase-Glo residual ATP luminescence; Potency, µM (titrated, usually from 57.5 µM), inactives show at the top dose activity change, negative = inhibition, usual class: inhibitors; 270,000 tested, 0.007% active; further: potency means the concentration at half of the fitted maximal effect; on the % scale 0 is the no-effect control and ±100 the full control effect
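The enzyme phosphorylates galactose (100 uM) using ATP (35 uM); inhibition is detected as higher residual ATP, quantified by bioluminescence after 1 h reaction at room temperature, pH 8.0.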
hERG WT inh – inhibitors of human wildtype KCNH2 potassium channel. 340,000 tested, 0.37% active. AID 720551. activity change, % at 1.84 µM. U2OS, BacMam KCNH2, thallium flux FluxOr; hits give low values;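 active means maximum activity change below -70%; inconclusive means maximum activity change between -70% and -50%; inactive means maximum activity change above -50%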; further: on the % scale 0 is the no-effect control and ±100 the full control effect
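U2OS cells were transduced with wild-type KCNH2 virus (2.03 x 10^8 / mL) for 4 h at room temperature, then cultured overnight at 37 C. Thallium flux was read with FluxOr dye. Rate constants were normalized to DMSO controls.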
KCNH2 3.1 inh – inhibitors of human KCNH2 3.1 potassium channel isoform | U2OS KCNH2 3.1, thallium flux FluxOr; hits give low values | activity change, % (tested at about 1.8 µM) | 340,000 tested, 0.95% active | AID 720553;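 active means maximum activity change below -70%; inconclusive means maximum activity change from -70% to -50%; inactive means maximum activity change above -50%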;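 further: thallium influx rate constant from kinetic fluorescence after stimulation buffer; on the % scale 0 is the no-effect control and ±100 the full control effect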
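FluxOr-based Tl+ influx in U2OS cells transduced with KCNH2 3.1 virus; rate constants normalized to DMSO controls.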
FBPA coupling cs – coupling enzyme interference in Giardia aldolase counter-screen. coupling enzyme system counterscreen, AmpLite Red fluorescence. activity change, negative = inhibition, % at 58.2 µM, hits read low. 290,000 tested, 0.67% active. AID 2472; in the data active means activity change below about -30%; further: on the % scale 0 is the no-effect control and ±100 the full control effect
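Final compound at 57.5 uM, incubated 10 min at RT with coupling enzyme reagent (glyceraldehyde-3-phosphate), then 20 min with substrate and AmpLite Red detection. Fluorescence read at 525/598 nm; tests interference with the coupling assay, not aldolase inhibition.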
MBNL1 CUG block – blocks human MBNL1 binding to CUG repeat RNA | Q9NR56 | TR-FRET MBNL1-His/biotin-(CUG)12 binding, 665/545 ratio | Potency, µM (highest dose often 57.5 µM), inactives show top-dose activity change, negative = inhibition, most hits filed as inhibitors | 280,000 tested, 0.036% active; active means well fitted inhibition curve with a large enough effect in the signal ratio, with a control signal flat, not every such curve was filed as active; inconclusive means small, poorly fitted or top-dose-only effect, or effect the other way, or a change in a side signal; inactive means no such curve, though single readings can be large or run the other way; the % refers to the signal ratio; further: potency means the concentration at half of the fitted maximal effect; on the % scale 0 is the no-effect control and ±100 the full control effect
Target sequence (Q9NR56 whole entry, looked up): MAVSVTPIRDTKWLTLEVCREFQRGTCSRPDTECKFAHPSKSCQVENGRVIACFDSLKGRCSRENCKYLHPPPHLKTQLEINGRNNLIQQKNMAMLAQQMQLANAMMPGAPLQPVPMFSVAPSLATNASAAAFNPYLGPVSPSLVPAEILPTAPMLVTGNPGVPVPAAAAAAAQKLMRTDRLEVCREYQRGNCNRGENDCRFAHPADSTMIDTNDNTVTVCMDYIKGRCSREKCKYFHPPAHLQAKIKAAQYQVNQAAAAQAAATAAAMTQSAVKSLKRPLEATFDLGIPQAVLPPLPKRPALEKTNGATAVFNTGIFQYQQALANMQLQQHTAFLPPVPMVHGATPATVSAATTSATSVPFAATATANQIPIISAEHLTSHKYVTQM
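TR-FRET readout: Ex 340 nm, 665/545 nm emission ratio, normalized to buffer-only (basal) and MBNL1-(CUG)12 controls. Complex of MBNL1-His with Biotin-(CUG)12, compounds 92 nM–58 uM, incubated 60 min at room temperature.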
a7 integrin act – integrin-mediated muscular dystrophy alleviation activation; Potency, µM (top dose mostly 38.3 µM), inactives show at the highest dose activation, most hits filed as activators; AID 624291; alpha7betagal myoblasts, beta-gal FDG fluorescence, 48 h; 350,000 tested, 0.064% active;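 further: potency means the concentration at half of the fitted maximal effect; 100% = response of the positive control SU9516; nearly all actives have a fitted effect of over 60% in size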
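alpha7betagal+/- myoblasts (passage 13, 250/well) treated 48 h at 37C with compounds at 1:260 dilution of DMSO stock. Lysed, then beta-galactosidase activity read as FDG fluorescence (ex 480/em 540) after 30 min, with pre-read for autofluorescence.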
S-ASM inh – blocks human secretory acid sphingomyelinase. 340,000 tested, 0.006% active. placental ASM, HMU-PC fluorogenic substrate, 60 min. Potency, µM (top dose mostly 57.5 µM), without a hit: at the highest dose activity change, negative = inhibition, actives largely listed as inhibitors. AID 504937. P17405; further: potency means the concentration at half of the fitted maximal effect
Target sequence (P17405 47-631 limits assumed): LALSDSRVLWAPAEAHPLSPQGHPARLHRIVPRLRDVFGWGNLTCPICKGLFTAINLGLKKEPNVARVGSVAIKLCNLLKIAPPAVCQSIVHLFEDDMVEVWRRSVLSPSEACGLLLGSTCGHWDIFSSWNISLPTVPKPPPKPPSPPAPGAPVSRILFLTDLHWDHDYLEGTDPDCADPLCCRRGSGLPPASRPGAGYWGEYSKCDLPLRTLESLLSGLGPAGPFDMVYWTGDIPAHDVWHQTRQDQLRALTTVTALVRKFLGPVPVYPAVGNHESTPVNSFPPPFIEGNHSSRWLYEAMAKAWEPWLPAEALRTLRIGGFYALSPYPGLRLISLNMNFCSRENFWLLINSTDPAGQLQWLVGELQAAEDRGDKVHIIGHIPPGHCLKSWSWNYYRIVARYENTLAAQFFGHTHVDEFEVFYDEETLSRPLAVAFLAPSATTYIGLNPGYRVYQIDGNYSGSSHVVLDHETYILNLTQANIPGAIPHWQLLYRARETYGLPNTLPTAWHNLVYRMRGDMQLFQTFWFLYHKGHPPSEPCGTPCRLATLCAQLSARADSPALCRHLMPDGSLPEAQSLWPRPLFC
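HMU-PC0 cleavage (9 uM final) by human placental ASM, 60 min at 37 °C following 10 min compound exposure at RT; stopped at pH 10, fluorescence Ex 386/Em 447 nm.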
AT treatment – potential ataxia-telangiectasia treatments restoring KAP-1 phosphorylation; 320,000 tested, 0.19% active; Potency, µM (top dose mostly 57.5 µM), without a hit: at the top dose activation, usual class: activators; […] A-T fibroblasts, KAP-1 phosphorylation AlphaLISA; neocarzinostatin DNA damage 30 min before lysis; further: potency means the concentration at half of the fitted maximal effect; % of control where 0% means no effect; nearly all actives have a fitted effect of over 45% in size
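ATM-like activity read as KAP-1 phosphorylation via AlphaLISA donor/acceptor antibody pairs after lysis and 6 hr at 25C. Cells were ATM-null patient fibroblasts ([…], hTERT), dosed 60 min, then exposed to the DSB inducer NCS for 30 min.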
TRPV1 ag – human TRPV1 agonism; 320,000 tested, 0.19% active; Q8NER1; activation, % at 8.33 µM; AID 540275; TRPV1-expressing cells, Fluo-8 calcium influx, agonist mode; in the data active means activation above about 80%; inconclusive means between about 30% and that limit; further: 0% is about no effect
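Fluo-8 calcium influx in TRPV1-expressing cells, kinetic read (ex 480/em 520 nm). Compound added and read 3 min for agonist activity, followed by capsaicin at EC20 final and 2 min further read for enhancement.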
MLL CXXC-DNA inh – inhibitors of human MLL CXXC domain-DNA interaction. Q03164. MLL-CXXC / FITC-HOXA9 DNA fluorescence polarization. Potency, µM (highest dose often 115 µM), inactives show at the top dose activity change, negative = inhibition, most hits filed as inhibitors. 290,000 tested, 0.037% active. AID 2662; active means well fitted inhibition curve with a large enough effect in the polarisation, with a control signal flat, not every such curve was filed as active; inconclusive means small, poorly fitted or top-dose-only effect, or effect the other way, or a change in a side signal; inactive means no such curve, though single readings can be large or run the other way; the % refers to the polarisation; further: potency means the concentration at half of the fitted maximal effect
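Steps: dispense CXXC domain solution (7 uM) → pin compounds or unlabeled HOX-A9 DNA control → 5 min ambient → add FLSN-HOX-A9 solution (50 nM) → spin → 30 min ambient → fluorescence polarization. Tris pH 7.5/NaCl/DTT/BSA buffer.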
Numbers without * were called inactive; ? = inconclusive; nt = no result given; & = joins results of further samples; [ ] = dose if it differs, or a comment. Unless noted, the call rests on the fitted dose curve; in most records, active means well fitted curve in the direction sought with a large enough effect; inconclusive means small, poorly fitted or top-dose-only effect, or another doubt; inactive means no such curve, though single readings can be large; an effect the other way counts as inactive or inconclusive.

No.	SMILES	MLL CXXC-DNA inh	a7 integrin act	AT treatment	KCNH2 3.1 inh	FBPA coupling cs	hERG WT inh	TRPV1 ag	MBNL1 CUG block	S-ASM inh	GALK inhibitor
1	Cc1ccc(NC(=O)CN(C)C(=O)COC(=O)CCS(=O)(=O)c2ccc(C)cc2)cc1	-4%	-18%	3%	2	4	5	-3	1%	-1%	4%
2	CN(C)c1ccnc(-n2cccc2/C=N/OCc2ccc(F)cc2Cl)c1C#N	-1%	0%	11%	-9	0	5	27	17%	-8%	0%
3	CCn1c(=O)c2cc(C(=O)NCc3cccs3)sc2c2ccccc21	-11%	6%	1%	-4	1	-6	4	7%	20%	1%
4	Cc1onc(-c2c(Cl)cccc2Cl)c1C(=O)NC1C(=O)N2C1SC(C)(C)C2C(=O)O (configuration not stated)	0%	8%	1%	-1	1&0	-5	-1	0%	9%	-2%
5	CCNC(=O)NC(=O)CSc1cccc(C(F)(F)F)c1	2%	-13%	3%	2	4	4	6	-6%	3%	1%
6	CN(C(=O)c1cccc(NC(=O)Cc2cccc([N+](=O)[O-])c2)c1)C1CC1	nt	1%	0%	19	nt	-9	nt	nt	0%	nt
7	Cc1ccc(S(=O)(=O)NNC(=O)C(=O)NNS(=O)(=O)c2ccc(C)cc2)cc1	5%	6%	-13%	11	7	-6	-2	6%	0%	0%
8	COc1ccc(C(C(=O)NC2CCCC2)N(Cc2ccco2)C(=O)c2snc(C(N)=O)c2N)cc1OC (configuration not stated)	4%	-17%	3%	-7	0	9	1	18%	138%[activator]	4%
9	O/N=C1\CCSc2ccc(F)cc21	-5%	0%	16%	0	-23	-7	nt	nt	4%	0%
10	COC(=O)c1c(C)cc(C)n2c1nc1ccccc12	-4%	6%	8%	-5	2	-4	1	25%	270%[activator]	6%
11	CS(=O)(=O)N(CC(=O)N1CCCC1)Cc1ccc(F)cc1	-7%	20%	18%	4	0	0	-3	-7%	3%	-2%
12	C/C(=N\N=C(/N)c1nonc1N)c1ccc2c(c1)OCO2	-5%	0%	28%	0	-1	0	14	12%	1%	1%
13	O=C(COC(=O)/C=C/c1c(F)cccc1Cl)NCC1CCCO1 (configuration not stated)	nt	-48%[inhibitor]	3%	-4	nt	-11	5	nt	2%	nt
14	O=C(NC(=S)Nc1ccccc1N1CCOCC1)c1cccc([N+](=O)[O-])c1	20%	20%	-6%	0	nt	9	29	?	-1%	-4%
15	COc1ccc(S(=O)(=O)NC2(C(F)(F)F)N=C(c3ccccc3)NC2=O)cc1 (configuration not stated)	1%	20%	-5%	-3	0	0	-1	-7%	-6%	nt
16	C=Cn1cc[n+](CC(=O)c2ccc(OC)cc2)c1	-2%	-10%	4%	-8	2	0	-2	0%	2%	1%
17	CC(C)N(C(=O)Cn1cc(S(=O)(=O)CC(=O)Nc2ccccc2)c2ccccc21)C(C)C	6%	-33%	6%	nt	nt	6	-3	-6%	0%	-5%
18	CC(C)CC(=O)NC(=S)Nc1cc(C(=O)O)ccc1Cl	5%	13%	-2%	-10	4	-19	-1	-1%	4%	6%
19	COc1ccc(NC(=O)C(NC(=O)OC(C)(C)C)C(C)OCc2ccccc2)cc1 (configuration not stated)	-22%	17%	2%	-12	3	9	8	7%	1%	-2%
20	CCOC(=O)c1c(NC(=O)C2CCCO2)sc2c1CCC2 (configuration not stated)	-1%	-5%	nt	-18	5	3	22	-12%	-6%	7%
21	Nc1ccc(-n2nncc2-c2ccco2)cc1	-1%	15%	5%	0	0	-15	-1	-6%	3%	0%
22	Cc1ccc(SCCN2CCN(CCc3ccccc3)CCC2=O)cc1	-3%	-20%	-10%	-27	2&-2	10	?	-2%	9%	0%
23	CCC1(C)COC(C)(CC(=O)NNC(=O)Nc2ccccc2)OC1 (configuration not stated)	2%	38%	-1%	6	-2	0	2	-4%	3%	0%
24	Cc1ccc(S(=O)(=O)n2cc(CO)c3ccccc32)cc1	nt	20%	nt	16	nt	-4	nt	nt	-3%	nt
25	CCOc1ccc(S(=O)(=O)Nc2nc3ccccc3nc2Nc2ccc(N3CCOCC3)cc2)cc1	-1%	23%	-4%	15	6	-20	4	11%	16%	-2%
26	O=C(N/N=C\c1ccc(-c2ccc([N+](=O)[O-])cc2)o1)c1ccc2c(c1)OCO2	0%	-23%	-4%	-10	3	0	19	26%	-2%	0%
27	Cc1ccc(Nc2ncnc(N)n2)cc1C	-7%	2%	17%[11.5 µM]	-7	-3	nt	22	-15%	7%	5%
28	CC(C)(C)c1ccc(C(=O)NNC(=S)NC(=O)c2cccnc2)cc1	16%	-28%	7%	-12	2	2	-1	-3%	-5%	4%
29	CCOC(=O)C1CCN(C(=O)C(C)Oc2ccc(Br)cc2)CC1 (configuration not stated)	5%	11%	-1%	?	4	2	4	-3%	3%	11%
30	Cc1ccc(NC(=O)CSCC(=O)Nc2ccccc2N2CCCC2)cc1	nt	0%	9%	-6	nt	5	2	nt	5%	nt
31	C/C(=N\O)C(=O)NCC1CCNCC1	15%	?	-4%	-1	0	1	3	-11%	3%	0%
32	CCOc1ccc([N+](=O)[O-])c(N)c1	-6%	11%	7%	4	0	3	1	?	-3%	nt
33	COc1cc(C(=S)N2CCCCC2)ccc1OCC(=O)N1CCCC1	-1%	-9%	-4%	-15	1	-8	-10	1%	-1%	0%
34	O=C(NCc1ccc2c(c1)OCO2)C1CCN(S(=O)(=O)c2cccs2)CC1	-1%	-5%	-1%	-5	2	8	1	2%	4%	7%
35	COc1cc(C(=O)OCC(=O)Nc2c(F)c(F)c(F)c(F)c2F)cc(OC)c1OC	1%	17%	3%	8	2	7	-1	-4%	0%	6%
36	Cc1c(NC(=O)c2cc(-c3ccco3)on2)c(=O)n(-c2ccccc2)n1C	-2%	5%	-7%	10	0	-2	8	10%	4%	0%
37	CC1(C)CC(=O)C(N=Nc2ccc(Cl)cc2)=C(O)C1	5%	11%	-8%	-2	3	3	-3	?	3%	0%
38	O=C(NC(=S)Nc1c(F)cc(F)cc1Br)c1ccc2c(c1)OCCO2	18%	-13%	-3%	-9	0	-5	5	-1%	5%	3%
39	Cc1cccc(NC(=O)COC(=O)CCCC2=NS(=O)(=O)c3ccccc3N2)c1	-5%	0%	5%	-25	nt	-1	3	2%	-3%	-3%
40	CCOc1cccc2cc(C(=O)N3CCN(C/C=C/c4ccccc4)CC3)c(=O)oc12	4%	-7%[7.66 µM]	0%	-29	1	9	3	1%	0%	-4%
41	c1ccc(C(Cc2nc(-c3cccnc3)no2)c2ccccc2)cc1	-4%	23%	6%	10	3	-10	?	?	-7%	0%
42	NC(=O)c1ccc(NC(=O)C2CCCC2)cc1	4%	3%	5%	-2	1	11	9	-9%	-1%	6%
43	CC(CNC(=O)CCS(=O)(=O)c1ccc2c(c1)oc(=O)n2C)c1ccccc1 (configuration not stated)	-5%	-20%	6%	19	nt	1	4	2%	-1%	1%
44	Cc1ccc(C(c2nnnn2CC2CCCO2)N2CCN(c3cccc(C)c3C)CC2)cc1 (configuration not stated)	-3%	-31%	7%	-39	-5	-6	19	-3%	-3%	0%
45	Cc1ccc(C(=O)Nc2cccc(C(F)(F)F)c2)cc1NC(=O)c1csc(-c2ccncc2)n1	1%	8%&-16%	13%	-31	7	10	0	4%	-13%	-1%
46	Cc1noc(C)c1S(=O)(=O)N(C)C[C@H]1Oc2c(NC(=O)NC3CCCCC3)cccc2C(=O)N([C@H](C)CO)C[C@@H]1C	nt	-16%	4%	2	nt	4	nt	nt	-9%	nt
47	CC1CN(C(=O)CCNS(=O)(=O)c2ccc(Br)cc2)CC(C)O1 (configuration not stated)	nt	23%	-1%	6	nt	-9	1	nt	3%	nt
48	NC(=O)COC(=O)c1cccc(S(=O)(=O)N2CCCc3ccccc32)c1	-6%	-13%	-5%	5	-1	-2	5	-1%	-2%	-1%
49	CCOC(=O)C1=C(C)NC(C)=C(C(=O)OCC)C1c1ccco1	1%	?	-9%	-2	-2	-6	2	6%	18%	3%
50	COc1ccc(/C=C/C(=O)O)cc1S(=O)(=O)N1CCCC1	16%	13%	2%	-5	6	-2	-6	4%	-1%	-6%
51	COc1ccc(CCC(=O)NCCOc2ccc(Cl)cc2)cc1	60%[activator]	-3%	?	0	4	-4	11	-2%	-3%	nt
52	Cc1cccc(NC(=O)CSc2nccn2Cc2ccco2)c1C	14%	?	-7%	0	1	4	-3	-6%	0%	0%
53	CCN(C(=O)CSc1nnc(-c2ccccc2Cl)n1C1CCCC1)C1CCS(=O)(=O)C1 (configuration not stated)	-10%	-6%	5%	3	0	2	1	2%	-1%	7%
